Screening data: PubChem BioAssay, several laboratories
CaV13 ICDI inh: Primary screen for inhibitors of IQ motif and Ca2+-dependent inactivation inhibitor domain binding in CACNA1D, Förster resonance energy transfer in living cells, …; HEK cells, CFP/YFP FRET ICDI-IQ, plate reader, 10 min; percent FRET-ratio fall versus neutral wells; inhibition, % at 12.3 µM; 340,000 tested, 0.098% active;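 active = mean replicate inhibition of at least 30% and at least 1% of replicates passing that level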;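 also: 0% = median of the neutral control wells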
Cardio protect: protects H9c2 cardiomyocytes from peroxide injury; H2O2 injury protection, ATPLite, 2 h; protection from H2O2 cell death, % at 20 µM; 360,000 tested, 0.63% active; AID 588492;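 active = compounds giving at least 50% protection of heart cells from peroxide-induced death in the single-dose screen, raw or plate-pattern-corrected value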;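 also: 0% = DMSO wells with peroxide and 100% = DMSO wells without peroxide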
ABHD5 PLIN5 PPI: blocks binding of human ABHD5 to perilipin-5 | Q00G26+Q8WTS1 | Split G. princeps luciferase complementation, luminescence, 4 h | inhibition, % at 4 µM | 360,000 tested, 0.78% active;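 active = inhibition above the mean inhibition across every tested compound plus 3 SD, cut at about 22% in these data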;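 also: 0% = DMSO only wells and the 100% control is not disclosed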
MC4R ag barr: activates human MC4R beta-arrestin recruitment; P32245; U2OS MC4R beta-arrestin complementation, luminescence; percent of melanotan II response, DMSO zero; activation, % at 8.9 µM; 360,000 tested, 0.98% active;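 active = activation above a per-plate cutoff, the mean activation of sample wells on that plate plus 3 SD, cut at about 8% in these data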
Target sequence (P32245 whole entry, looked up): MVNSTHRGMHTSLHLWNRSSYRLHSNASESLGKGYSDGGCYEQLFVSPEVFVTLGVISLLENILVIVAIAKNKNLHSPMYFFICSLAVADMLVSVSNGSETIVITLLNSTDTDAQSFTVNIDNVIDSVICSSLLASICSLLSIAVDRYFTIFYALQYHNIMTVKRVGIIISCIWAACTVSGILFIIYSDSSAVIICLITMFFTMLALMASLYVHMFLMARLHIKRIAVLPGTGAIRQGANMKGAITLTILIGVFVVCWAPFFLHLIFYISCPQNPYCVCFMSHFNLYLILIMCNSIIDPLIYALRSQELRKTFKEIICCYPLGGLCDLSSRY
HTR2A ag: agonists of mouse serotonin 5-HT2A receptor (HTR2A) | CHO-K1 mHTR2A beta-arrestin complementation, luminescence; percent of 30 µM serotonin response | activation, % at 7.6 µM | 360,000 tested, 0.66% active;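 active = activation above a run cutoff, the mean activation of all tested compounds plus 3 SD, cut at about 14% in these data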;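 also: 0% = plate median of compound wells and 100% = 30 µM serotonin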
Target sequence (P35363 whole entry, looked up): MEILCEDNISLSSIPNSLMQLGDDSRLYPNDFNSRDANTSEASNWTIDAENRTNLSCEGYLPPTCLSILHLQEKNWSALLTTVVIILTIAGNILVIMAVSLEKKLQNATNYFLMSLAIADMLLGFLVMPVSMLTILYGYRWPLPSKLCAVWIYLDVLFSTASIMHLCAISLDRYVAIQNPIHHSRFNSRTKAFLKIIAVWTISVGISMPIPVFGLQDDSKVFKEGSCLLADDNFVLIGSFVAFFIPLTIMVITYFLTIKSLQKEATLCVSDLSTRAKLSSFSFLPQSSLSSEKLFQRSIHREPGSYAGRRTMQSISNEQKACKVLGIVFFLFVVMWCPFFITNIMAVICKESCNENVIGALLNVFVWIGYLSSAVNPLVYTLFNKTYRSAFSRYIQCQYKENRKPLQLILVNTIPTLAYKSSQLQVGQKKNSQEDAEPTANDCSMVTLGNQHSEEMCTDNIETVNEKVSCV
MC4R antagonist: antagonists of human melanocortin 4 receptor (MC4R) | 360,000 tested, 0.48% active | inhibition, % at 6.5 µM | AID 540295 | MC4R-expressing cells, MTII-stimulated cAMP, LANCE TR-FRET | P32245;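 active = inhibition above its plate's cutoff, the mean of tested wells on that plate plus 3 SD, cut at about 29% in these data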;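 also: 0% = Melanotan II alone and 100% = Melanotan II plus saturating MCL0020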
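Material: U2OS-MC4R stable cell line | Reagent: Melanotan II challenge after compound preincubation | Doses: One concentration, 6.5 µM nominal | Incubation: 30-min compound preincubation, 1-h Melanotan II challenge, 1-h detection, room temperature | Signal: TR-FRET cAMP assay | Replicates: One well per compound, no replicates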
Granule exo inh: lytic granule exocytosis inhibition. 360,000 tested, 0.66% active. TALL-104 LAMP-1 surface exposure, flow cytometry; cells stimulated with thapsigargin and PMA. inhibition, % at 10 µM;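 active = inhibition above about 55%, limit read from the data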
PDI inh: inhibitors of human protein disulfide isomerase | P07237 | PDI insulin aggregation turbidity, A650, 90 min | inhibition, % at 10 µM | 350,000 tested, 0.052% active | AID 588391;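 active = mean inhibition across replicates of 30% or more, whatever share of single replicates reach that level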;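 also: absorbance from insulin aggregation driven by PDI reduction with DTT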
N-glyco inh: blocks N-linked glycosylation in D54 reporter cells; D54 ERlucT glycosylation luciferase reporter, 24 h; percent of 100 nM tunicamycin response; reporter increase, % at 12.5 µM; 360,000 tested, 0.23% active;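 active = mean luciferase reporter signal, scaled so untreated is 0 and the glycosylation-blocking control 100, at or above a set limit in every replicate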;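 also: luciferase carries N-glycosylation sites so blocking glycosylation raises the light; 0% = median of neutral control wells and 100% = median of 100 nM tunicamycin wells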
ABCB6 inh MLPCN: human ABCB6 transporter inhibition. K562-ABCB6 porphyrin accumulation, flow cytometry, 1 h; active compounds read low. fluorescence ratio to DMSO, % at 10 µM. Q9NP58. 360,000 tested, 0.19% active;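 active = fluorescence ratio to DMSO below 75%, the collection mean minus 3 SD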;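 also: signal is porphyrin accumulated inside mitochondria; 100% equals median channel fluorescence of DMSO control wells; lower ratio means ABCB6 inhibition with less porphyrin fluorescence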
* = called active by the depositor; x = not tested or not shown.

smiles,CaV13 ICDI inh,Cardio protect,ABHD5 PLIN5 PPI,MC4R ag barr,HTR2A ag,MC4R antagonist,Granule exo inh,PDI inh,N-glyco inh,ABCB6 inh MLPCN
O=C(NC(Cc1ccccc1)C(=O)O)/C(=C\c1cccc([N+](=O)[O-])c1)NC(=O)c1ccco1 (centres undefined),-5,2,7,-3.9,-8,-2,33,3,2,92
Cc1ccc(S(=O)(=O)c2nc(-c3ccco3)oc2SCC(N)=O)cc1,-2,2,6,-2.4,8,-5,-13,13,1,96
Cc1ccc(S(=O)(=O)N2C[C@H]3N(C(=O)OC(C)C)N(C(=O)OC(C)C)C[C@H](OC(=O)NCc4ccccc4F)[C@@]3(O)C2)cc1,-5,-4,-3,1.9,-3,-2,-8,12,-1,96
CCOc1ccc(NC(=O)C2CCCN(S(=O)(=O)c3cnc[nH]3)C2)cc1 (centres undefined),x,1,4,-0.8,-4,1,-2,-6,3,99
CCCCn1c(=O)nc2n(-c3ccc(C)cc3)c3ccccc3cc-2c1=O,-5,9,3,-0.4,1,-4,-5,3,3,101
O=c1[nH]c2ccccc2nc1/C=C/c1ccc(O)cc1,-12,1,2,-2.3,0,-6,-2,-5,1,113
CCN1CCN(CCCNC(=O)CNC(=O)c2nn(-c3ccc(OC)cc3OC)c(=O)c3ccccc23)CC1,-7,4,-1,-0.9,0,-7,6,-6,0,98
O=C(c1cccc(S(=O)(=O)N2CCc3ccccc32)c1)N1CCN(c2ccccc2)CC1,-7,-3,-2,1.2,-3,-6,6,-11,-8,97
O=C1OC[C@@H]2CCCN2C(=O)[C@@H](CC(=O)N(CCO)Cc2ccccc2)C/C=C\CC[C@H]1Cc1ccc(F)cc1,-11,20,3,3.1,-4,1,-27,26,0,93
O=C(O)CN1CCN(Cc2ccccc2Cl)C1=O,-5,-3,1,-1.1,2,3,-3,-4,1,98
CCCc1cc2c(cc1NC(=O)c1ccc(C)cc1)OCO2,x,-8,-5,-0.3,-5,10,4,-4,-1,108
COCCCNc1ncnc2sc3c(c12)CCC(C)C3 (centres undefined),x,4,0,-0.6,-4,-6,-6,-13,-1,81
Cc1c(C(=O)NCCSc2ccc(Cl)cc2)cccc1[N+](=O)[O-],-4,-2,0,-1.4,-5,10,-2,0,0,104
CCOC(=O)c1sc(N2C(=O)C(O)=C(C(=O)c3ccco3)C2c2ccc([N+](=O)[O-])cc2)nc1C (centres undefined),-3,4,1,-2.5,-2,-4,-2,-6,1,102
Cc1ccccc1-c1nc(-c2ccc(NC(=O)c3ccc(Br)o3)cc2)no1,-9,-5,4,30*,4,5,2,-13,-3,89
COC(=O)c1sc2nc(CN3CCN(c4ccc(OC)cc4)CC3)[nH]c(=O)c2c1C,-3,1,-1,-1.9,-1,9,3,-4,3,107
O=C1C2C3CC(C(Br)C3Br)C2C(=O)N1c1ccccn1 (centres undefined),-5,-1,-4,-2.9,1,3,3,1,-2,97
C[C@H](NC(=O)c1ccccc1Cl)C(=O)NCCc1ccc(S(N)(=O)=O)cc1,-4,0,-5,0.1,-3,0,-9,-2,1,101
CCN(CC(=O)Nc1c(F)cccc1F)C(=O)CN1C(=O)NC2(CCCC2)C1=O,-14,0,5,-3.4,0,-1,-1,-7,-1,97
O=c1cc(-c2ccco2)nc(SCc2cccc(Cl)c2)[nH]1,-5,-3,6,4.3,6,1,7,12,-3,97

Ordered by molar mass (largest number first): some entries from above
smiles,CaV13 ICDI inh,Cardio protect,ABHD5 PLIN5 PPI,MC4R ag barr,HTR2A ag,MC4R antagonist,Granule exo inh,PDI inh,N-glyco inh,ABCB6 inh MLPCN
C[C@H](NC(=O)c1ccccc1Cl)C(=O)NCCc1ccc(S(N)(=O)=O)cc1,-4,0,-5,0.1,-3,0,-9,-2,1,101
Cc1ccc(S(=O)(=O)c2nc(-c3ccco3)oc2SCC(N)=O)cc1,-2,2,6,-2.4,8,-5,-13,13,1,96
O=c1cc(-c2ccco2)nc(SCc2cccc(Cl)c2)[nH]1,-5,-3,6,4.3,6,1,7,12,-3,97

Following part:
smiles,CaV13 ICDI inh,Cardio protect,ABHD5 PLIN5 PPI,MC4R ag barr,HTR2A ag,MC4R antagonist,Granule exo inh,PDI inh,N-glyco inh,ABCB6 inh MLPCN
O=C(NCCc1ccccc1)c1ccc(-c2ccc(F)cc2)o1,-3,-1,14,4.0,-1,-3,13,-1,1,86
COC(=O)C[C@H]1C=C[C@@H](NS(=O)(=O)c2ccccc2)[C@@H](CO)O1,-5,x,4,x,-3,x,-2,x,x,x
O=C(NCc1ccccc1)C1=C[C@H](C2CCCCC2)C[C@H](OCc2ccc(CO)cc2)O1,-3,0,0,-3.2,-2,11,2,4,7,93
O=C(NCCNC(=O)c1ccc(Cl)cc1Cl)c1cnccn1,-3,3,-3,-0.9,7,0,-4,-4,0,99
CCn1c(=S)sc2c(=O)n(CC(=O)Nc3cccc(Br)c3)c(C)nc21,-3,-8,-3,0.2,-7,1,-8,-3,1,106
O=C(CC1C(=O)NCCN1Cc1c(F)cccc1Cl)NC1CCCC1 (centres undefined),-7,3,2,-2.7,1,5,9,2,5,99
CC(=O)Nc1ccc(NC(=O)COC(=O)/C(=C/c2ccccc2)n2nnnc2C)cc1,-12,6,40*,0.0,-7,19,-4,-12,8,98
CC(CCc1ccccc1)NC(=O)CNC(=O)COc1ccccc1 (centres undefined),0,-2,-1,0.8,-2,2,-5,-1,-1,87
Cn1c(Cc2csc(N)n2)nnc1SCC(=O)NC1CCCCC1,-6,9,8,-1.7,-3,3,0,0,0,102
CCCCCC(N)=O,x,7,8,-0.1,-3,14,2,x,1,105
O=c1cc(CSc2ccc(Cl)cc2)nc(-c2ccccc2)[nH]1,5,1,-6,1.2,2,-6,-6,3,0,99
Cc1ccc(C(=O)CSc2nnc(-c3ccccc3)o2)cc1,-4,-2,-8,6.3,0,-2,0,-6,1,91
COc1ccc2nc(NC(=O)Cn3cnc4c(=O)n(C)c(=O)n(C)c43)sc2c1,-4,0,1,-0.9,7,7,0,-7,1,94
CC(C)C1CC2=C(C(=O)OC(C)(C)O2)C(c2ccc(F)cc2)O1 (centres undefined),-3,1,7,x,-6,x,-2,x,1,99
COc1ccc(CN(C)CC(=O)Nc2ccc(Cl)cc2C(F)(F)F)c(OC)c1,-9,-3,-10,0.8,3,8,-2,0,-4,91
C=C(C)CNC(=S)N/N=C/c1ccc(NC(C)=O)cc1,-25,12,3,-4.3,-3,5,-1,0,-1,97
Cc1nc(C)c(-c2ccc(SCC(=O)Nc3ccc(F)cc3F)nn2)s1,-10,-2,3,-2.0,0,1,3,8,0,93
C/C(=N\NC(N)=O)C1(C)CCCCC1,-2,7,-3,2.1,2,16,-7,3,2,97
CCN(CC)S(=O)(=O)c1cccc(C(=O)Nc2ccc3c(c2)OCO3)c1,-3,-7,-4,4.1,-1,10,1,0,0,92
CCN1CCN(C(=O)/C=C\C(=O)O)CC1,-3,-4,3,-0.8,4,8,-2,4,1,96
CCOc1ccc2ccccc2c1C(=O)NCC(c1ccc(N(C)C)cc1)N(C)C (centres undefined),-13,5,3,-0.5,7,3,4,-7,-1,102
CCO[C@@H]1OC(C(=O)N2CCOCC2)=C[C@H](C2CCCCC2)[C@H]1CCCO,-9,2,14,0.2,-1,8,11,14,2,100
COc1ccc(NC(=O)c2cc(C3CCCCN3S(=O)(=O)c3c(C)noc3C)on2)c(C)c1 (centres undefined),-5,3,-1,0.8,0,7,4,-2,-2,92
CC(NC(=O)Cn1c(=O)[nH]c2ccsc2c1=O)C12CC3CC(CC(C3)C1)C2 (centres undefined),x,-1,0,0.7,5,10,-2,-3,-3,107
COc1ccc(S(=O)(=O)NCCc2c[nH]c3ccc(C)cc23)cc1,7,-4,-3,1.3,1,22,-6,3,1,100
CCN(CC)C(=O)C1CCCN(C(=O)Nc2ccc(NC(=O)N3CCCC(C(=O)N(CC)CC)C3)cc2)C1 (centres undefined),-4,-4,5,-2.1,0,2,-5,0,0,98
CC(=O)Nc1ccc(Nc2nc3c(S(=O)(=O)c4ccc(C)c(C)c4)nnn3c3ccccc23)cc1,-9,29,3,1.2,5,-68,-2,2,3,95
OC[C@@H]1CN(CCN2CCOCC2)C[C@H](n2cnc3c(N4CCCC4)ncnc32)O1,-11,-3,2,2.3,10,-6,0,-4,2,86
Nc1nnnn1CC(=O)N/N=C/c1cc([N+](=O)[O-])ccc1Cl,-7,5,2,-3.2,0,-1,2,-13,1,100
CCOc1cc(/C=N\NC(=O)c2ccc(NC(=O)C(C)(C)C)cc2)ccc1OC(=O)c1ccc(OC)cc1,-13,8,-1,2.2,1,-2,0,-4,0,91
C=CCn1c(=O)/c(=C/c2ccc(Cl)cc2)s/c1=C(\C#N)c1nnc2n1CCCCC2,-3,9,8,-1.7,1,11,4,-5,1,93
COc1cccc(C(=O)NCC(=O)OCC(=O)Nc2cc(OC)c([N+](=O)[O-])cc2C)c1,-3,20,8,2.1,17*,4,-4,3,2,96
O=C(Nc1nnc(-c2ccccc2)o1)C1CCCN1S(=O)(=O)c1cccs1 (centres undefined),-6,9,0,-0.2,-3,17,0,-4,0,99
NS(=O)(=O)c1cccc(NC(=O)c2ccc3nc[nH]c3c2)c1,-15,-2,10,-0.9,4,12,-3,-2,2,95
COCCNC(=O)c1onc(CSc2cccc(OC)c2)c1C(=O)O,-10,4,3,-0.7,14,12,23,3,2,100
COC(=O)c1[nH]c(C)c(/C(O)=C2\C(=O)C(=O)N(CCN3CCOCC3)C2c2cccs2)c1C (centres undefined),x,-4,-3,-0.3,-1,7,-3,-1,4,103
CC(=O)c1cc2c(cc1NC(=O)Nc1cccc(Cl)c1)OCCO2,-3,5,-4,1.2,0,3,1,1,-2,97
CN1CCN(c2cc(-c3ccc4ccccc4c3)nc3ccnn23)CC1,-5,1,6,-1.4,-6,1,-1,-15,-2,101
CN1CCc2c(sc(NC(=O)Cc3ccccc3)c2C(N)=O)C1,0,7,-3,-1.9,-7,-2,-4,x,0,95
Cc1nc(NC(=O)C2CC2)sc1C(=O)Nc1ccc(Br)cc1,-20,3,-9,-2.4,3,14,-1,7,-1,104
CC(=O)C1=C(C)Nc2ncnn2C1c1ccc(O)cc1 (centres undefined),-4,7,4,-1.6,-1,12,-8,8,1,96
COc1ccc(C)cc1S(=O)(=O)N1CCC(C)CC1,x,2,-3,-3.8,-2,0,0,-3,2,91
CC1=C(C)CC(C(=O)Nc2nccs2)C(C(=O)O)C1 (centres undefined),1,2,8,1.0,5,-8,5,6,1,97
Cc1ccc(C2C3=C(CCCC3=O)Nc3nc(SCC(=O)NCc4ccco4)[nH]c(=O)c32)cc1 (centres undefined),-3,2,4,1.7,5,-1,-2,7,3,96
Cc1ccc2c(c1)S/C(=C\c1cccc[n+]1C)N2CCO,-3,-11,1,-1.1,-1,0,-4,3,1,177
CCOC(=O)N1CCN(C(=O)C[C@@H]2C[C@@]3(C(=O)OC)CCCCC=C3N(CCC3=CCCCC3)C2=O)CC1,-10,x,-5,x,-6,x,0,x,x,98
